Pf Dd2 growth = inhibitors of Plasmodium falciparum Dd2 growth. AID 1347417. P. falciparum Dd2 growth, SYBR Green, 72 h. hit rate 4.3% among 120,000. Potency, µM (highest dose often 28.9 µM), for inactives: at the top dose activity, negative = inhibition, hits mostly inhibitors; active means well fitted inhibition curve with a large enough effect; inconclusive means small, poorly fitted or top-dose-only effect; inactive means no such curve, though single readings can be large or run the other way;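 further: plate controls were DMSO vehicle for no effect and reference drug for full effect; nearly all actives have a fitted effect of over 65% in size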
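Readout: SYBR Green fluorescence, 485 nm excitation, 535 nm emission, after ~16 h lysis at 37C. Before that, Dd2-infected red cells (2.5% hematocrit) grew 72 h with compound, 29 uM top final concentration.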
* marks the source's active call; other numbers are inactive results; i = inactive; u = inconclusive; [ ] = remark or other dose. Potency means the concentration at half of the fitted maximal effect.

SMILES	Pf Dd2 growth
O=C(NCCn1cccc1-c1nc(-c2ccc3c(c2)OCO3)no1)c1ccc(Cl)s1	u
Cc1ccccc1Cn1cccc(C(=O)Nc2cc(Cl)ccc2C#N)c1=O	u
CN(CC1Cc2ccccc2CN1C)C(=O)c1cnc2nc[nH]n2c1=O (stereo unspecified)	-0.4%
Cc1cccc(-c2noc([C@@H]3Cc4nc[nH]c4CN3C(=O)Nc3ccccc3)n2)c1	i
CCc1nccn1CCC(=O)N1CC[C@@](O)(C2CCOCC2)[C@H](C)C1	2.3%
CCn1nccc1C(=O)N1CCC2(CC1)CC(N(Cc1ccccc1)C1CC1)CCO2 (stereo unspecified)	u
COc1ccc(C(=O)N[C@@H]2CCC[C@@H]2C(=O)NCc2c(C)n[nH]c2C)cc1	1.6%
COCC1CN(C)CC12CCN(C(=O)c1cccc(C)c1)CC2 (stereo unspecified)	-10.9%
Cc1ccc(-n2c(C3CCN(C(=O)c4cccc(C)c4)CC3)n[nH]c2=O)cc1	-1.7%
Cc1cccc(NC(=O)Nc2cccs2)c1C	-21.1%
COC1CN(c2cccc(F)c2)C12CCN(C(=O)CCCc1ccccc1)CC2 (stereo unspecified)	i
Cc1ccc(CNC(=O)c2ccc3c(c2)CCN3S(=O)(=O)c2ccccc2)cc1	-7.6%
c1ccc(CN2CCc3[nH]cnc3C2c2ccc(-c3ccccn3)cc2)nc1 (stereo unspecified)	u
Clc1ccc(-c2nnc([C@H]3CCN(C4CCCCC4)C3)o2)cc1	i
COc1ccc(C(=O)N2CC(Oc3ccccc3-c3nc(-c4cnccn4)no3)C2)cn1	u
COc1ccccc1CSc1nc2n(n1)C(c1ccccc1)C(C(=O)Nc1ccc(C)cc1)=C(C)N2 (stereo unspecified)	u
COc1ccc(NC(=O)C2CCN(C3=NS(=O)(=O)C(c4ccc(C)c(C)c4)=C3C)CC2)c(OC)c1	1.2%
Cc1ccccc1CNC(=O)c1ccc(Cn2c(SCc3cccc(F)c3)nc3cccnc32)cc1	-16.2%
CCCC(=O)N1CCCC(c2noc(COc3ccccc3F)n2)C1 (stereo unspecified)	-13.3%
CCOc1ccc(NC(=O)/C(C#N)=C\c2ccc(-c3ccc(Cl)cc3)o2)cc1	i
CS(=O)(=O)N1CCCc2cc(C(=O)Nc3cccc(C(F)(F)F)c3)ccc21	-17.9%
CCC[C@@H]1CN(C(=O)c2ccc(OC)o2)C[C@H]1C(=O)O	-4.9%
COCCC1(C(=O)O)CCCN(C(=O)CCc2c(C)n[nH]c2C)C1 (stereo unspecified)	-15.0%
CCn1c(CN(C)C)nnc1C1CCN(Cc2cnc(N(C)C)s2)CC1	0.4%
CN1CC(=O)N(C2CCCNC2)Cc2c1ncnc2N1CCCN(Cc2ccccc2)CC1 (stereo unspecified)	-6.9%
COc1ccc(CCNC(=O)Cn2nc(C)c3c(C)n(-c4ccc(C)cc4)nc3c2=O)c(OC)c1	u
COC(=O)c1ccc2c(c1)nc1n2[C@@H](CNC(=O)C2CC2)COC1	11.8%[44.1 µM]
CCCNC(=O)N1CCCCCC1CN1CCCC1 (stereo unspecified)	u
COc1ccc(-c2cc([C@H]3CN4CC[C@H]3C[C@@H]4CN)n(C)n2)cc1OC	11.2µM*
Cc1ccc(-c2nnc(C3CN(C(=O)c4cc(F)ccc4F)CC34CCOCC4)o2)cc1 (stereo unspecified)	u
O=C1N(C2CCNCC2)C(c2ccncc2)C12CCCCC2 (stereo unspecified)	u
COc1ccc(CN2CCC(N3CC4CCCN4C3=O)CC2)cc1 (stereo unspecified)	18.0%[44.1 µM]
Cc1cc2ncc(C(=O)N3CCN(C)CC3)cn2n1	9.9%[44.1 µM]
O=C(NC(C(=O)N1CCCCC1)C1CCN(C(=O)c2ccccc2)CC1)c1ccccc1Cl (stereo unspecified)	i
COc1ccc(Cl)cc1NC(=O)NCCc1c(C)nn(C)c1C	i
O=C1CCN(S(=O)(=O)c2cccc(F)c2)CCCC(c2nc(-c3ccccc3)no2)CCN1 (stereo unspecified)	i
COc1ccc(CCC(=O)N2CC(F)(F)C[C@H]2c2nnc(C)o2)cc1	i
O=C(CC1CCOC2(CCN(S(=O)(=O)Cc3ccccc3F)CC2)C1)NC1CC1 (stereo unspecified)	i
COc1cccc(CNC(=O)[C@@H]2C[C@@H](O)CN2C2CCN(C(=O)CCc3ccccc3)CC2)c1	i
COc1ccccc1-c1[nH]nc2ncc(CNc3ccccn3)nc12	i
CCOC(=O)c1c(Nc2ccc(OCC)cc2)nnc(-c2ccccc2)c1-c1ccccc1	u
CCOc1cccc(-c2nnc(CCC(=O)NCCC(C)C)c(=O)[nH]2)c1	-21.7%
CCN(CC)C(=O)c1ccc(CN2C(=O)NC3(CCS(=O)(=O)CC3)C2=O)cc1	-2.2%
CCC1(C(=O)N2CCc3ccccc3C2)CCCCC(=O)N1 (stereo unspecified)	u
Cc1ccc(CNC(=O)c2nn(C)c3c2CSc2ccc(C)cc2-3)cc1	i
COc1nc2ccccc2cc1CN1CCC2(C1)CN(C)C(=O)O2 (stereo unspecified)	-16.8%
COc1ccccc1CC(=O)NCc1nnc2c(-c3nc(C(C)C)no3)cccn12	i
Cc1ccccc1N1Cc2c(NCCc3ccc(F)cc3)ncnc2N(C)CC1=O	i
CN(C)Cc1cn(C[C@H]2C[C@@H](NC(=O)Nc3cccnc3)[C@H](O)[C@@H]2O)nn1	3.8%
CCC1Oc2ccc(NC(=O)c3ccccc3F)cc2CN(Cc2ccc3c(c2)OCO3)C1=O (stereo unspecified)	i
New compounds follow.
SMILES	Pf Dd2 growth
Cn1ccnc1-c1cn(CCNC(=O)c2ccc(F)cc2)nn1	-15.8%
CCOC(=O)c1c(C)oc2ccc(N(C(=O)Oc3ccccc3)S(=O)(=O)c3ccc(CC)cc3)cc12	-13.6%
O=C(CSc1cn(CC(=O)N2CCCCC2)c2ccccc12)NCc1ccc(F)cc1	i
COc1cc(NC(=O)C2CCc3ncc(-c4ccsc4)n3C2)cc(OC)c1 (stereo unspecified)	u
O=C(NCCN1CCCC1)c1ccc(-c2ccc(N3CCSCC3)nc2)cc1	-25.1%
COc1ccc(N2CC(C(=O)N3CCC(C(=O)N4CCC(C#N)CC4)C3)NC2=O)cc1 (stereo unspecified)	i
CN(C)C[C@@H]1CN(C2CCOCC2)C[C@H]1NC(=O)c1cnco1	24.5%
Cc1cc(C)c(NC(=O)CN2C(=O)C3(SCC(=O)N3c3ccc(F)cc3)c3ccccc32)c(C)c1 (stereo unspecified)	10µM*
O=C(c1ccc[n+]([O-])c1)N1CCOC(CC(c2ccccc2)c2ccccc2)C1 (stereo unspecified)	-22.5%
O=c1c2c(CO)c(-c3ccc(F)cc3)nn2ccn1Cc1ccccc1Cl	u
Cc1cnc(C(=O)N2CC(c3nc(CCOCC4CC4)no3)C2)cn1	1.8%
CC1=Nc2cc(C(=O)NCCc3ccc(Cl)cc3)ccc2Sc2c(C)ccc(C)c21	u
COCc1ccc2c(c1)c(OC(C)(C)C(=O)NCCN1CCOCC1)nn2Cc1cccnc1	19.3%
CC(C)Oc1ccc(CNC(=O)c2ccc3nc(SCc4ccc(F)cc4)n(C)c3c2)cc1	u
COc1ccc(-c2c(C)c3ccc(O)c(CN4CCCCC4C)c3oc2=O)cc1OC (stereo unspecified)	11.2µM*
COc1cc2c(cc1CN1C[C@H]3CC[C@@H]1CN(C(=O)c1cnccn1)C3)CCC2	-14.1%
Cn1cccc1CN1CCC2(CC1)CNC(=O)c1ccccc1O2	-21.4%
COc1cccc(CN2CCOC3CCN(C(=O)c4ccccc4)CC3C2=O)c1 (stereo unspecified)	i
CC(=O)Nc1ccc(NC(=O)CN2C(=O)CN(C)C(=O)c3ccccc32)cc1	110.0%[activator]
Cc1cc(C(=O)N2CCCC(c3nn(C)c(=O)n3-c3ccccc3)C2)no1 (stereo unspecified)	-6.8%
CNC(=O)N1CCCN(S(C)(=O)=O)C(c2ccccc2)CC(=O)NCC1 (stereo unspecified)	3.9%
O=C1NCc2ccccc2CC12CCCN2Cc1ccccc1Cl (stereo unspecified)	-22.2%
CC(=O)c1ccc(NC(=O)NC[C@H]2C[C@@H]3CCN2C[C@@H]3c2cc(-c3ccco3)nc(C)n2)cc1	u
COc1ccc(CCc2nc(C3CC(=O)N(c4ccc(F)c(Cl)c4)C3)no2)cc1 (stereo unspecified)	116.8%[activator]
CC(C)N1C[C@@H](CO)[C@H](c2nc(-c3cccnc3)no2)C1	u
CCC(=O)N1CCC(c2noc(CO)n2)C1 (stereo unspecified)	8.1%
Cc1ccc(NC(=O)c2cc(S(=O)(=O)N3CCC(C)CC3)cn2C)cc1Cl	u
CN1CCCN(C(=O)c2ccncc2)c2ccccc21	i
COc1ccc(-c2nc(C3CC3)nc3c2CN(C(=O)c2ccccn2)CC3)cc1	u
CCCc1nn2c(=O)cc(COC(=O)c3ccccc3NC(=O)c3cccs3)nc2s1	i
Cc1ccc(CNC(=O)c2ccc3c(c2)nc2n3CCCC2)cc1	u
Cc1cc(C(F)(F)F)nc(CCNC(=O)C2CC3(CCNCC3)CN2)n1 (stereo unspecified)	-18.4%
COc1ccc(-c2cc([C@H]3CN4CC[C@H]3C[C@@H]4CNC(=O)c3ccco3)n(C)n2)cc1OC	i
Cc1ccc(NC(=O)Cn2nc(N3CCN(c4ccccc4)CC3)ccc2=O)cc1F	13.3%
O=C(CCn1nnc(-c2ccccc2)n1)N1CCCC2(CCNCC2)CC1	-9.5%
CCOC(=O)c1[nH]c(C)c(C(=O)NCCc2ccccc2)c1C	16.3%
O=C(CCn1c(=O)c2ccccc2n(Cc2cccc(Cl)c2)c1=O)NCCc1ccccc1	-5.7%
COc1ccc(-n2nc3n(c2=O)CCN([S+](=O)([O-])c2cccc(OC)c2)C3)cc1	-17.1%
CC(C)(C)CC(=O)NC[C@H]1OC[C@@H](NC2CCC(F)(F)CC2)[C@@H]1O	23.9%[44.1 µM]
O=S(=O)(c1ccccc1)N1CCC(Cc2nncn2-c2ccccc2)CC1	i

Already shown: entries from further up.
SMILES	Pf Dd2 growth
CC(C)N1C[C@@H](CO)[C@H](c2nc(-c3cccnc3)no2)C1	u
CCC(=O)N1CCC(c2noc(CO)n2)C1 (stereo unspecified)	8.1%
Cc1ccc(NC(=O)c2cc(S(=O)(=O)N3CCC(C)CC3)cn2C)cc1Cl	u
CN1CCCN(C(=O)c2ccncc2)c2ccccc21	i
COc1ccc(-c2nc(C3CC3)nc3c2CN(C(=O)c2ccccn2)CC3)cc1	u
CCCc1nn2c(=O)cc(COC(=O)c3ccccc3NC(=O)c3cccs3)nc2s1	i
Cc1ccc(CNC(=O)c2ccc3c(c2)nc2n3CCCC2)cc1	u
Cc1cc(C(F)(F)F)nc(CCNC(=O)C2CC3(CCNCC3)CN2)n1 (stereo unspecified)	-18.4%
COc1ccc(-c2cc([C@H]3CN4CC[C@H]3C[C@@H]4CNC(=O)c3ccco3)n(C)n2)cc1OC	i
Cc1ccc(NC(=O)Cn2nc(N3CCN(c4ccccc4)CC3)ccc2=O)cc1F	13.3%
O=C(CCn1nnc(-c2ccccc2)n1)N1CCCC2(CCNCC2)CC1	-9.5%
CCOC(=O)c1[nH]c(C)c(C(=O)NCCc2ccccc2)c1C	16.3%
O=C(CCn1c(=O)c2ccccc2n(Cc2cccc(Cl)c2)c1=O)NCCc1ccccc1	-5.7%

New compounds follow
SMILES	Pf Dd2 growth
CN1CCCC2(CC1)CCN(C(=O)c1ccc(C#CC(C)(C)O)cc1)CC2	u
O=C1Nc2ccc(-c3ccco3)cc2C(=O)N2CCN(C(=O)NC3CCCCC3)C[C@H]12	i
Cc1ccc(C(=O)Nc2ccc(Cl)c(-c3nc4ncccc4o3)c2)c(C)c1	u
Cc1cc(C)cc(CCC(=O)NC2(C#N)CCCCC2)c1	-10.6%
CCCOC(=O)c1c(NC(=O)C(C)Sc2nc(-c3ccccc3)cc(C(F)(F)F)n2)sc(C(=O)N(C)C)c1C (stereo unspecified)	1.12µM*
COc1ccc([C@H]2C[C@@H](O)[C@@H](O)[C@@H]2NCc2cccc(C(F)(F)F)c2)cc1	8.91µM*
COc1ccc(F)cc1S(=O)(=O)NCCc1csc2nc(-c3cccc(C)c3)nn12	-1.9%
COc1ccccc1NC(=O)CSc1nc2c(oc3ccccc32)c(=O)n1-c1ccccc1F	-13.5%
c1cncc(CN2CCOC[C@H]2c2ncc(-c3cccnc3)[nH]2)c1	2.9%[44.1 µM]
CCCCN(C)CCNC(=O)CN1C(=O)CSc2ccc(S(=O)(=O)N3CCOCC3)cc21	11.0%
O=C(Nc1cccc(C(F)(F)F)c1)N[C@H]1[C@H](O)[C@@H](N2CCCC2)[C@@H]2OC[C@H]1O2	i
COc1ccc(CNc2nc(-c3ccc(Cl)cc3)cc(C(F)(F)F)n2)cc1	-27.4%
CCOc1ccccc1NC(=O)c1c(NCc2ccc(C)o2)sc2c1CCCCC2	12.6µM*
COCCOCc1nc(C2CCN(C(=O)Nc3cccc(Cl)c3)CC2)no1	-16.7%
Cc1ccc(NC(=O)CSc2nc3ccc(NC(=O)c4ccco4)cc3s2)c(C)c1	-8.5%
COc1ccc(NC(=O)C2=NO[C@@H]3CN(c4ccccc4)C[C@H]23)cn1	28.6%[44.1 µM]
CCN(CC)c1ccc(NC(=O)CCCN2C(=O)C(c3ccccc3)Oc3cccnc32)c(C)c1 (stereo unspecified)	1.5%
COc1ccc(-c2nn3c(=O)cc(CN4CCN(C(=O)Nc5ccc(C)c(Cl)c5)CC4)nc3s2)cc1	-11.7%

Screening results (PubChem BioAssay)

This is a subset; count on the stated rates, not on these rows.
